Source: PubChem BioAssay
PAFAH1B3 FP inh – inhibitors of human PAFAH1B3; recombinant PAFAH1B3, FP-rhodamine probe, fluorescence polarization; inhibition, % at 3.39 µM; 340,000 tested, 0.28% active;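 active = inhibition above the screen-wide average of all tested compounds plus 3 SD, cut at about 25% in these data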;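 also: 0% = enzyme with DMSO only and 100% = wells lacking PAFAH1B3 protein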
pPAFAH inh – pPAFAH (human) enzyme inhibition | recombinant pPAFAH, FP-rhodamine probe fluorescence polarization | Q13093 | inhibition, % at 3.39 µM | 330,000 tested, 1.5% active;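 active = inhibition above the mean inhibition across the screen plus 3 SD, cut at about 25% in these data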;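 also: inhibitors block binding of the rhodamine activity-based probe so polarization drops; 0% = enzyme with DMSO and 100% = wells lacking pPAFAH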
LYPLA2 inh – blocks human lysophospholipase 2, a PME1 counter-screen | O95372 | recombinant LYPLA2, FP-Rh probe fluorescence polarization | inhibition, % at 5.9 µM | 320,000 tested, 0.38% active | AID 2177;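 active = inhibition above the screen-wide mean plus 3 SD, limit set per campaign, cut at about 26% in these data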;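 also: 0% = LYPLA2 with DMSO and 100% = wells lacking LYPLA2 enzyme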
LYPLA1 inh – LYPLA1 (human) inhibition in PME1 counter-screen | O75608 | recombinant LYPLA1, FP-Rh probe fluorescence polarization | inhibition, % at 5.9 µM | 320,000 tested, 0.16% active | AID 2174;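 active = inhibition above the mean of all tested compounds plus 3 SD, set per campaign, cut at about 14% in these data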;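 also: inhibitors block serine hydrolase probe labeling of LYPLA1 so polarization falls; 0% = enzyme with DMSO and 100% = wells lacking LYPLA1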
EBNA-1 inhibitor – blocks EBNA-1 binding to DNA; EBNA-1 DNA binding, fluorescence polarization; inhibition, % at 14.8 µM; 300,000 tested, 0.34% active; AID 1950; in the data active = inhibition above about 28%
PAFAH2 inh – inhibitors of human PAFAH2; Q99487; inhibition, % at 3.39 µM; 340,000 tested, 0.99% active; recombinant PAFAH2, FP-rhodamine activity probe, fluorescence polarization;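 active = inhibition above the mean over all tested compounds plus 3 SD, cut at about 30% in these data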;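 also: inhibitors block probe labeling of enzyme so polarization drops; 0% = enzyme with DMSO and 100% = wells lacking PAFAH2 protein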
ZTA counter – blocks Epstein-Barr virus ZTA, an EBNA-1 counter-screen; ZTA-DNA binding, fluorescence polarization; inhibition, % at 11 µM; 320,000 tested, 0.15% active; AID 2234; in the data active = inhibition above about 33%
PAFAH1B2 FP inh – PAFAH1B2 (human) inhibition; P68402; 340,000 tested, 1.2% active; AID 492953; recombinant PAFAH1B2, FP-rhodamine activity probe, fluorescence polarization; inhibition, % at 3.39 µM;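 active = inhibition above the mean of all tested compounds plus 3 SD, cut at about 24% in these data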;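 also: 0% = enzyme with DMSO and 100% = wells lacking PAFAH1B2; many of its hits are not listed in these tables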
Target sequence (P68402 whole entry, looked up): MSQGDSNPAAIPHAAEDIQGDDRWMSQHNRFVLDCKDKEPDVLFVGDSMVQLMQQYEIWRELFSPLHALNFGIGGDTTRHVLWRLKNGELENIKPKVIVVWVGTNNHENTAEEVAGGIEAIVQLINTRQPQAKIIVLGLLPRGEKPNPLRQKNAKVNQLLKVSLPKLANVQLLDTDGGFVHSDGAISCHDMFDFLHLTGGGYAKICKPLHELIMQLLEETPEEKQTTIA
PREPL inhibitor – human PREPL enzyme inhibition | recombinant PREPL, fluorescence polarization activity-based probe | inhibition, % at 5.96 µM | 320,000 tested, 0.68% active | AID 2751; in the data active = inhibition above about 43%;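 also: 0% = enzyme with DMSO and 100% = wells lacking enzyme; many of its hits are not listed in these tables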
Target sequence (Q4J6C6 whole entry, looked up): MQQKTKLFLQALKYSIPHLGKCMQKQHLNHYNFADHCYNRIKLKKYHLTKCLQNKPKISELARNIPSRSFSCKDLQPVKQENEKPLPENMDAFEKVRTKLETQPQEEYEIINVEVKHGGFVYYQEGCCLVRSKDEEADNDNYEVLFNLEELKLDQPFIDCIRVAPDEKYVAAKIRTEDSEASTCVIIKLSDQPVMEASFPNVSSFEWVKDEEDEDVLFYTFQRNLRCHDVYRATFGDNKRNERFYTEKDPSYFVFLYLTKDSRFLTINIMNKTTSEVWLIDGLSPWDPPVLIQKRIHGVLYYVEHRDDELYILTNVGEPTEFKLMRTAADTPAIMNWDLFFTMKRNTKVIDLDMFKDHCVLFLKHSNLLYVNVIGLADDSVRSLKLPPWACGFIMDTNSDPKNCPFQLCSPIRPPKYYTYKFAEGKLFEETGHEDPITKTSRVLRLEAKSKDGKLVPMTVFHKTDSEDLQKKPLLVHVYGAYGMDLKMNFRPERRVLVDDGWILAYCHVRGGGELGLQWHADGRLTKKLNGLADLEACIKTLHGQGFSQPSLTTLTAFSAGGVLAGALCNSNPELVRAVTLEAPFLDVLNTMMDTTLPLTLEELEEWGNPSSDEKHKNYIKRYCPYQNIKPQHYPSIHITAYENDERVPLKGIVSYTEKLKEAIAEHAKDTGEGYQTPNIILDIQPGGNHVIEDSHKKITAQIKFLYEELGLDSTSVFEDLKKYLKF
* = called active by the depositor; x = not tested or not shown.

mol,PAFAH1B3 FP inh,pPAFAH inh,LYPLA2 inh,LYPLA1 inh,EBNA-1 inhibitor,PAFAH2 inh,ZTA counter,PAFAH1B2 FP inh,PREPL inhibitor
O=CN1N=C(c2ccccc2)CC1c1ccc(Cl)cc1 (configuration not stated),7.4,0.5,4.6,3.6,8.9,-6.3,3.5,1.3,3.5
CC(C)NC(=O)CN1CCN(Cc2nc(-c3cccs3)no2)CC1,-2.1,-4.6,-4.8,2.1,4.5,2.1,11.5,3.5,-3.4
Cc1ccsc1C(=O)N1CCc2ccccc2C1,2.1,2.8,8.1,3.1,-1.2,0.1,-10.0,0.3,-2.5
O=C(c1ccc(F)c(S(=O)(=O)N2CCOCC2)c1)N1CCN(c2ccc(F)cc2)CC1,0.1,-5.2,6.3,2.0,x,1.2,9.3,-2.5,30.4
Cc1ccc(C(=O)NC(=C(Cl)Cl)S(=O)(=O)c2ccc(C)cc2)cc1,0.8,1.5,9.8,-0.6,-0.8,8.5,-10.2,4.6,2.1
O=C(CN1CCN(S(=O)(=O)c2ccc(Br)cc2)CC1)N/N=C/c1ccco1,3.8,4.0,1.7,-0.3,2.4,12.8,4.1,29.9*,6.4
COc1ccc(Oc2c(C)oc3cc(OC(=O)N4CCOCC4)ccc3c2=O)cc1,-6.1,21.0,-1.3,-2.8,0.4,5.3,0.2,1.4,6.1
Cn1ncc2c(O/N=C(\N)c3ccc(C(F)(F)F)cc3)ncnc21,3.4,0.3,-1.8,-0.1,-8.3,1.4,-14.9,0.5,12.9
CCc1ccccc1NC(=O)CCS(=O)(=O)c1ccc(OC)cc1,3.0,24.1,1.7,-1.1,10.2,3.6,19.9,-2.0,1.1
CCNC(=O)CN(c1ccc(F)cc1)S(=O)(=O)c1ccc2c(c1)OCCO2,12.5,-5.9,-0.6,2.1,-5.6,2.7,-5.0,1.9,-2.4
CCOC(=O)CC1C(=O)NCCN1C(=O)c1ccc(Cl)c(Cl)c1 (configuration not stated),-2.2,3.8,-0.4,-0.5,4.6,1.0,4.8,12.3,5.1
Cc1ccccc1N(C(=O)c1snc(C(N)=O)c1N)C(C(=O)NC1CCCCC1)c1ccc(O)cc1 (configuration not stated),0.7,-0.9,-8.5,-4.3,-8.2,-11.1,7.4,2.0,9.1

Single records, as listed above. Order of screens: PAFAH1B3 FP inh | pPAFAH inh | LYPLA2 inh | LYPLA1 inh | EBNA-1 inhibitor | PAFAH2 inh | ZTA counter | PAFAH1B2 FP inh | PREPL inhibitor
CCNC(=O)CN(c1ccc(F)cc1)S(=O)(=O)c1ccc2c(c1)OCCO2 reads 12.5 | -5.9 | -0.6 | 2.1 | -5.6 | 2.7 | -5.0 | 1.9 | -2.4
Cn1ncc2c(O/N=C(\N)c3ccc(C(F)(F)F)cc3)ncnc21 reads 3.4 | 0.3 | -1.8 | -0.1 | -8.3 | 1.4 | -14.9 | 0.5 | 12.9

More entries follow:
mol,PAFAH1B3 FP inh,pPAFAH inh,LYPLA2 inh,LYPLA1 inh,EBNA-1 inhibitor,PAFAH2 inh,ZTA counter,PAFAH1B2 FP inh,PREPL inhibitor
Cn1c(NC(=O)c2ccccc2C(F)(F)F)cc(=O)n(C)c1=O,0.1,2.2,-0.2,-1.7,-4.6,0.4,-14.2,2.3,0.4
CC(C)(C)NC(=O)COc1ccc(CNCc2ccccn2)cc1,-3.3,-0.6,7.9,3.0,0.8,3.3,11.5,1.7,-4.9
O=C(CN(Cc1ccccc1)C1=NCCS1)c1ccccc1,7.9,11.9,6.0,3.8,8.9,4.8,-0.9,0.3,-26.7
COC(=O)c1sc2cc(C(F)(F)F)cnc2c1-c1ccccc1,7.6,6.0,11.6,16.8*,4.9,-2.3,-2.9,0.4,-1.9
C[C@]12c3[nH]c4ccccc4c3CCN1C(=O)C(CC(=O)NCCN1CCOCC1)C[C@@H]2C(=O)N1CCOCC1 (some centres not stated),4.4,4.6,x,x,x,0.9,x,0.7,4.7
C[C@@H]1CCC(=O)N(C[C@@H](C)CC#N)CC1,14.3,0.2,-1.1,-1.1,-5.0,0.7,-16.0,7.9,7.3
COc1ccc(N2CCN(C(c3ccccc3)c3sc4nc(C)nn4c3O)CC2)cc1 (configuration not stated),1.5,-5.9,5.1,-0.6,5.2,0.6,-14.0,-1.2,10.5
CC(=O)Nc1ccc(S(=O)(=O)N(C)c2ccc(OCC(=O)OCC(=O)Nc3ccc(OC(F)F)cc3)cc2)cc1,4.6,5.0,1.2,0.5,8.3,-3.5,-3.7,2.3,-4.5
O=C(NC12CC3CC(CC(C3)C1)C2)c1ccc(-c2ccc(Cl)cc2)o1,-9.5,-4.5,-18.7,-8.7,3.7,-12.3,-12.4,-2.0,13.4
O=S(=O)(Cc1ccccc1Cl)N1CCCCC1,2.6,4.5,4.8,2.1,-0.8,3.3,-19.2,1.3,11.7
Clc1ccccc1N=C1SCCS1,x,0.9,0.8,2.6,-3.2,x,1.3,x,-1.7
CCc1ccccc1NC(=O)CN(C)S(=O)(=O)c1ccc(-c2ccc(=O)[nH]n2)s1,2.0,10.1,-6.3,-6.9,5.1,-1.9,14.3,1.2,-14.8

A few values from the list:
C[C@]12c3[nH]c4ccccc4c3CCN1C(=O)C(CC(=O)NCCN1CCOCC1)C[C@@H]2C(=O)N1CCOCC1 (some centres not stated) @ pPAFAH inh = 4.6
O=S(=O)(Cc1ccccc1Cl)N1CCCCC1 @ PAFAH2 inh = 3.3
O=C(NC12CC3CC(CC(C3)C1)C2)c1ccc(-c2ccc(Cl)cc2)o1 @ EBNA-1 inhibitor = 3.7

Other records
mol,PAFAH1B3 FP inh,pPAFAH inh,LYPLA2 inh,LYPLA1 inh,EBNA-1 inhibitor,PAFAH2 inh,ZTA counter,PAFAH1B2 FP inh,PREPL inhibitor
NC(=O)c1ccsc1NC(=O)c1ccc([N+](=O)[O-])o1,8.8,35.7*,x,x,x,35.7*,x,8.7,12.6
C=CCc1cc(OC)ccc1OCCON1C(=O)CCC1=O,9.5,2.2,5.2,2.8,-4.4,0.4,8.2,1.1,3.0
CCCCN(NC(C)=O)c1nc(Cl)nc(NC(C)C)n1,0.7,-2.6,2.8,2.9,-17.9,-2.7,-16.1,4.8,16.2
N/C(=N\OC(=O)COc1ccccc1)c1cccnc1,8.8,3.1,-2.0,-1.2,6.8,-1.5,-1.6,3.4,20.7
COc1ccc(-c2nc(N)n(C(=O)c3ccc(C)cc3)n2)cc1,2.0,7.4,-4.0,-4.8,-4.0,-1.6,0.4,7.1,1.1
Cc1cc(C)cc(C(=O)NC2CC(C)(C)NC(C)(C)C2)c1,8.3,-3.4,2.4,0.0,6.1,-8.2,2.8,2.1,-1.7
O=C(NC1(C(F)(F)F)N=C(c2ccccc2)NC1=O)c1ccccc1 (configuration not stated),-0.3,-3.2,-2.1,-3.5,10.9,1.8,0.2,-1.5,-5.5
COc1ccc(N(CC(=O)NC2CCCCC2)S(=O)(=O)c2cccnc2)cc1,11.2,-0.3,-10.7,0.0,-5.5,-3.7,-1.9,3.2,-15.9
CN(C)c1ccc(C(=O)C(O)c2ccc(C(C)(C)C)cc2)cc1 (configuration not stated),8.7,0.6,-1.4,-5.0,11.2,-7.6,2.5,4.4,14.5
CC(C)Oc1snc(Cl)c1C(N)=O,4.5,-0.4,0.2,3.6,2.6,-7.4,5.0,4.5,-6.0
Cc1ccc(OCCNC(=O)C(C)SCC(=O)Nc2ccc(F)cc2)cc1 (configuration not stated),1.9,-1.9,x,x,x,-0.4,x,12.6,-1.2
Cc1ccc(C2=NN(C3=NN=C(N)Cc4ncnn43)C(O)(C(F)(F)F)C2)cc1 (configuration not stated),7.1,0.7,-2.4,1.5,7.7,2.3,5.2,3.8,-1.7
C=CCn1c(C)cc(C(=O)COC(=O)c2ccc3c(c2)NC(=O)CS3)c1C,12.6,10.5,8.3,1.6,-1.7,40.6*,-21.2,5.4,4.7
CCOC(=O)c1ccc(NC(=S)Nc2ccccc2)cc1,13.5,-5.6,-0.4,-3.3,-5.4,-1.3,-13.1,5.9,5.5
CCCC(C(=O)Nc1cc(S(=O)(=O)N2CCOCC2)ccc1OC)c1ccccc1 (configuration not stated),6.7,10.9,1.3,0.6,1.1,-32.0,-14.7,-0.5,8.9
CCn1c(C)nc2cc(C(=O)OCCC(F)(F)F)ccc21,6.4,3.0,2.6,7.1,2.0,2.6,-5.7,2.5,-2.9
CCOC(=O)CN1C(=O)N[C@@H](c2ccccc2)C(C(C)=O)=C1C,1.1,4.9,4.0,-3.0,-9.2,-3.2,-21.6,-1.3,-13.9
Cc1ccc2c(C(=O)CN3CCCCC3CCO)c(C)[nH]c2c1 (configuration not stated),1.4,2.5,-0.2,-0.8,-9.2,0.7,15.5,3.6,-0.4
COc1cc(/C=N/NC(=O)c2cccc([N+](=O)[O-])c2)ccc1OCc1ccccc1,0.4,-2.3,2.0,-0.1,14.3,-3.4,6.7,-3.0,22.8
COc1cccc(CC(=O)Nc2nc(C)cs2)c1,0.9,1.9,3.1,3.5,3.6,-1.2,6.0,1.2,4.2
COC(=O)C1=C(CSCc2ccccc2)NC(=O)NC1c1cc(C)ccc1C (configuration not stated),6.4,6.2,3.7,0.5,-0.8,-3.1,4.0,5.2,3.8
COc1ccccc1NC(=O)CCCc1nnc2n(C)c(=O)c3sccc3n12,1.4,-1.2,-0.5,-1.5,2.2,3.0,-3.3,-1.0,-1.8
Cc1ccc2oc(=O)c3cnn(CC(=O)NCCC(C)C)c3c2c1,6.6,-0.2,6.0,0.8,2.8,-4.7,-8.0,4.4,-1.1
CCOC(=O)N1CCN(C(=O)Nc2ccc(Cl)cc2Cl)CC1,6.5,2.5,1.4,-3.4,8.1,1.0,10.8,4.3,8.8
C=CCn1c(=O)c(C(=O)NCCN(CC)CC)c(O)c2ccccc21,5.2,3.0,1.2,2.5,3.6,-6.4,9.6,-1.1,28.3
O=C(COC(=O)c1cc(S(=O)(=O)NCc2ccccc2)ccc1O)c1cc2ccccc2o1,5.0,15.3,0.3,-6.2,-5.1,57.9*,1.7,23.0,-2.3
CCC(C)NC(=O)Cn1c(=O)n(-c2ccccc2)c(=O)c2ccc(C(=O)NCc3ccco3)cc21 (configuration not stated),-3.3,0.9,1.1,1.4,8.0,-4.3,20.4,0.7,-5.2
O=C(C1=C[C@H](c2csc3ccccc23)C[C@H](OCc2ccc(CO)cc2)O1)N1CCN(Cc2ccc3c(c2)OCO3)CC1,-4.9,-3.9,-5.8,-2.8,-3.1,-3.5,-8.6,0.7,24.8
Cc1cc(C(=O)NCCC2=CCCCC2)no1,4.5,-3.5,12.1,2.6,-6.5,-1.3,12.0,3.7,8.1
Cc1nnsc1C(=O)N/N=C/c1ccc2ccccc2c1O,13.1,36.3*,6.3,9.5,-0.3,8.3,-11.0,11.0,23.7
CN(C)CC(C)(C)CNC(=O)c1cc(=O)c2ccccc2o1,-0.1,-0.7,0.5,0.7,11.9,-3.8,8.0,-0.4,-4.2
Cc1ccc(C(=O)OCC(=O)N2CC(C)CC(C)C2)cc1S(=O)(=O)N1CCCCC1 (configuration not stated),0.3,2.0,3.0,-1.6,4.2,9.8,0.9,4.6,0.4
Cc1cc(=S)cc(C)n1CCCO,3.1,0.7,5.1,-2.8,5.8,-7.7,1.0,3.0,17.7
CC(=O)c1ccc(NC(=O)C(C)OC(=O)c2ccc3c(c2)nc(C)n3-c2ccccc2)cc1 (configuration not stated),0.0,3.0,-9.5,-9.0,4.0,-10.1,-6.2,-7.4,11.7
NS(=O)(=O)c1ccc(CCNc2nc(CN3CCCCC3)nc3sc4c(c23)CCC4)cc1,0.4,-0.4,1.9,2.0,2.7,9.4,-19.6,1.9,22.0
O=C(COc1ccc(N2CC(C(=O)O)CC2=O)cc1)Nc1cccc(C(F)(F)F)c1 (configuration not stated),1.2,2.2,0.6,-7.2,6.6,0.1,-4.0,2.5,2.1
C=Cn1cc[n+](CC(=O)c2ccc(Cl)cc2)c1,0.4,4.8,3.7,-0.3,0.4,3.4,-15.9,-0.9,15.6

Some of the compounds tested (hit frequency here may not be typical).
